Source: PubChem BioAssay (MTDP)
RNase H inhibition = RNase H inhibition, HIV 1 Gag Pol polyprotein, FRET biochemical assay, screening (AID 372); HIV-1 RT RNase H, FRET RNA/DNA substrate fluorescence; higher % means a stronger effect; inhibition, % at 10 µM; hits with a dose series show IC50 in µM; hit rate 0.77% among 100,000; in the data active = inhibition above about 50%
The depositor's hits bear a star.

SMILES	RNase H inhibition
COc1ccc(CCN=C(Nc2ccccc2)SC2CC(=O)N(c3ccccc3)C2=O)cc1OC (stereo not drawn)	0%
Cc1ccccc1N1C(=O)c2ccc(-c3nc4ccc(Br)cc4c(=O)o3)cc2C1=O	1%
O=C(CCc1ccccc1)NC1CCCCC1Cc1ccco1 (stereo not drawn)	5%
O=C(CNC(=O)c1ccccc1)N/N=C/c1ccc(C(=O)O)cc1	0%
CC(C)(C)c1ccc(OCCCCCCN2CCOCC2)cc1	18%
Cc1ccc([N+](=O)[O-])cc1NC(=O)c1cnccn1	22%
COc1cc2c(cc1OC)C(c1cccc([N+](=O)[O-])c1)=NCC2	15%
COC(=O)c1ccc(/C=N/Nc2nncc(-c3ccccc3)n2)cc1	13%
COC(=O)c1sccc1NC(=O)c1cc(-c2cccs2)nc2ccccc12	11%
Cc1cccc(C(C)C)c1NC(=O)c1ccccc1Cl	9%
CCOc1ccc(Br)cc1/C=N\NC(=O)c1cc(C)[nH]n1	1%
Cc1ccc(C(=O)O/N=C(\N)c2ccc(Cl)cc2)cc1[N+](=O)[O-]	14%
CCOC(=O)C1=C(C)NC2=C(C(=O)CCC2)C1c1ccc(OCc2cccc(F)c2)c([N+](=O)[O-])c1 (stereo not drawn)	5%
CCOc1ccccc1NC(=O)C(=O)NCCCOC	0%
CCC(Oc1ccccc1)C(=O)NCCCCNC(=O)C(CC)Oc1ccccc1 (stereo not drawn)	3%
COc1ccc2c(c1OC)C(=O)N(c1ccc(NC(C)=O)cc1)C2=O	3%
Cc1ccc(C(=O)NC(=S)Nc2ccc(N3CCOCC3)c(Cl)c2)cc1C	4%
C=C(C)C(=O)Oc1ccc(N2C(=O)CCC2=O)cc1	11%
COc1ccc(NC(=O)/C(=C/c2ccc(Br)cc2)NC(=O)c2ccccc2Cl)cc1	21%
CC1(C)CC(=O)C(C=NC(C)(C)C)=C(O)C1	2%
N#Cc1cc2c([nH]c1=O)CCC/C2=N\Nc1ccc([N+](=O)[O-])cc1	3%
CCOC(=O)C(Cc1ccccc1Cl)(NC(C)=O)C(=O)OCC	0%
C=CCn1c(-c2nonc2NC(C)=O)nc2ccccc21	42%
CC1=C(C(=O)Nc2ccccc2)C(c2cccc(I)c2)NC(=S)N1 (stereo not drawn)	1%
Cc1ccc(C)c(NC(=O)CCCc2ccccc2)c1	6%
O=C(Cn1c(NCCO)nc2ccccc21)c1ccccc1	0%
CCOc1ccc2ccccc2c1/C=N/NC(=O)COc1ccccc1[N+](=O)[O-]	0%
CC(=O)C1=C(O)CC(C)(C)CC1=Nc1ccccc1O	4%
COc1ccc(Br)cc1/C=C/C(=O)c1ccc(OC)c(OC)c1	26%
O=C(c1cc([N+](=O)[O-])ccc1Cl)N1CCN(Cc2ccc3c(c2)OCO3)CC1	4%
COc1c(Cl)cc(C(=O)Nc2ccc(N3CCOCC3)cc2)cc1Cl	15%
Brc1ccc(/C=N/N2CCN(Cc3cccc4ccccc34)CC2)s1	12%
O=C(Cc1ccccc1)Nc1ccc2oc(-c3ccc(F)cc3)nc2c1	10%
Cn1c(=O)c2c(ncn2CC(=O)NC2CCCC2)n(C)c1=O	14%
CCOc1cc(C=C2C(=O)OC(C)(C(C)(C)C)OC2=O)ccc1O (stereo not drawn)	14%
Cc1ccc(NC(=O)/C(=C\c2ccc3c(c2)OCO3)NC(=O)c2ccco2)cc1	8%
O=C(CN1C2=NCCN2c2ccccc21)c1cccs1	6%
O=C1c2cccc3cccc(c23)C(=O)N1/N=C/c1ccc(Br)cc1	18%
CCOC(=O)c1ccc(Nc2nc3nonc3nc2NC(C)C)cc1	12%
O=C(N/N=C/c1ccc(Cl)cc1Cl)c1cc(Br)cc(Br)c1O	6%
N=C1S/C(=C\c2ccc(-c3ccc([N+](=O)[O-])cc3)o2)C(=O)N1c1ccc2c(c1)OCO2	12%
CCOC(=O)/C(=C/c1ccc(O)cc1)C(C)=O	1%
CCOc1cc(C2C(C#N)=C(N)OC3=C2C(=O)CCC3)ccc1O (stereo not drawn)	4%
CCOc1ccc(C(=O)Nc2ccc(-c3nc4ccccc4o3)c(O)c2)cc1[N+](=O)[O-]	25%
CCc1ccc(C=NC23CN4CN(CN(C4)C2)C3)s1	5%
CC(C)(C)c1ccc(O)c(N=Cc2ccc([N+](=O)[O-])cc2)c1	22%
COc1cc(/C=C2\SC(=Nc3cccc(Cl)c3C)NC2=O)cc([N+](=O)[O-])c1O	24%
O=C(Nc1ccc(Cl)c(Cl)c1)O/N=C\c1ccc(F)cc1	9%
CCOc1cc(/C=C(\C#N)C(=O)NC2CCCCC2C)ccc1OCC(C)C (stereo not drawn)	11%
O=C(Nc1ccccc1I)c1cccc(C(=O)Nc2ccccc2I)c1	5%
CCCOC(=O)c1ccc(NC(=O)COc2ccc(OC)cc2)cc1	0%
CCOC(=O)C1=C(C)NC2=C(C(=O)CCC2)C1c1ccc(CC)cc1 (stereo not drawn)	9%
CCOC(=O)C1=C(C)N=c2s/c(=C\c3cc(OC)ccc3OC)c(=O)n2C1c1ccccc1Cl (stereo not drawn)	13%
O=C(c1ccc(Cl)c(Cl)c1)c1ccc(N2CCCCC2)c([N+](=O)[O-])c1	19%
CCOC(=O)CSc1nnc(-c2cccc(OC)c2)n1-c1ccccc1	1%
O=C1CC(c2cccc(Br)c2)c2ccc3ccccc3c2N1 (stereo not drawn)	18%
CCc1ccc(C2Nc3cccc4cccc(c34)N2)cc1	17%
C=CCc1ccc(OCCCCOc2ccc([N+](=O)[O-])cc2Cl)c(OC)c1	29%
C=CCN(CC=C)Cn1[nH]c(=O)ccc1=O	3%
COc1cc(/C=C(\C#N)C(=O)NC(C)c2ccccc2)cc(I)c1OC (stereo not drawn)	18%

Entries from the list above with an NH in an aromatic ring (3):
SMILES	RNase H inhibition
CCOc1ccc(Br)cc1/C=N\NC(=O)c1cc(C)[nH]n1	1%
N#Cc1cc2c([nH]c1=O)CCC/C2=N\Nc1ccc([N+](=O)[O-])cc1	3%
C=CCN(CC=C)Cn1[nH]c(=O)ccc1=O	3%

The list continues.
SMILES	RNase H inhibition
COc1ccc([N+](=O)[O-])cc1NC1CCCCC1	6%
Cc1ccc(C(=O)O/N=C(\N)c2cccnc2)cc1	8%
O=C(Nc1ccccc1)c1ccccc1N=Cc1cc2c(cc1[N+](=O)[O-])OCO2	0%
COc1ccc(/C(N)=N/OC(=O)c2ccc(Br)cc2)cc1	0%
O=C(Nc1ccncc1)c1cccc(F)c1	23%
Clc1ccc(CN2CCN(/N=C/c3ccc(Br)s3)CC2)cc1	9%
N#CCCN(C1CCCCC1)S(=O)(=O)c1ccc(Cl)cc1	10%
Cc1ccc(O)c(/C=N\NC(=O)c2ccc(Br)cc2)c1	9%
Cc1ccc([N+](=O)[O-])cc1-c1ccc(/C=C2/C(=O)NN(c3cccc(Cl)c3)C2=O)o1	30%
NS(=O)(=O)c1ccc(NS(=O)(=O)c2ccc(Br)cc2)cc1	0%
O=C1C(Cl)=C(N2CCOCC2)C(=O)N1c1ccccc1	0%
CCCCOC(=O)C1=C(C)NC2=C(C(=O)CCC2)C1c1ccc(OC)c(OC)c1 (stereo not drawn)	6%
Cc1ccc(C(=O)Nc2ccc(O)c(C(=O)O)c2)o1	10%
O=C(N/N=C/c1ccc([N+](=O)[O-])s1)c1sc2ccccc2c1Cl	20%
CCOC(=O)C1=C(N)Oc2ccc3ccccc3c2C1c1cccc([N+](=O)[O-])c1 (stereo not drawn)	28%
CCSCCOC(=O)C1=C(C)NC2=C(C(=O)CC(C)(C)C2)C1c1cc(OC)ccc1OC (stereo not drawn)	16%
O=C(Cc1ccc(Cl)cc1)Nc1cccc(-c2nc3cc(Cl)cc(Cl)c3o2)c1	2%
Cc1ccc(OCC(=O)NNC(=O)c2ccccc2C)c(Br)c1	2%
COc1ccccc1/C=N/NC(=O)CC(=O)N/N=C/c1ccccc1OC	10%
COc1ccc(S(=O)(=O)N2CCN(Cc3cccc4ccccc34)CC2)cc1	0%
Cc1ccc(C(c2ccc(C)o2)c2cc(Br)cc([N+](=O)[O-])c2O)o1	4%
CC(C)(C)c1ccc(C(=O)Nc2nnc(-c3cccs3)s2)cc1	14%
CCOC(=O)C1=C(C)N=c2s/c(=C\c3cccc(OCc4ccc([N+](=O)[O-])cc4)c3)c(=O)n2C1c1ccc(N(C)C)cc1 (stereo not drawn)	0%
Nc1c(Cl)cc2c(c1Oc1ccccc1)C(=O)c1ccccc1C2=O	8%
CCCCNC(=O)c1ccc(C(=O)NCCCC)cc1	15%
CCCCc1sc(-c2c(C#N)c(N)nc3c2CCCCC3)cc1[N+](=O)[O-]	26%
COc1ccc2cc(S(=O)(=O)NCCCN3CCOCC3)ccc2c1	13%
Cc1cc(N2CCCC2)n2c(nc3ccccc32)c1C#N	2%
Cc1cc(C)c(C(=O)/C(=C/c2ccc(Cl)cc2)c2ccccc2)c(=O)[nH]1	11%
O=C1S/C(=C\c2ccccc2OCc2cccc([N+](=O)[O-])c2)C(=O)N1c1ccccc1	8%
COc1c(Cl)cc(/C=C2/SC(=S)N(Cc3ccccc3)C2=O)cc1Cl	11%
CC(C)CC(=O)N1CCN(Cc2ccco2)CC1	0%
COc1ccc(S(=O)(=O)N(CC(=O)Nc2ccc(I)cc2)c2ccccc2)cc1	19%
CC1(C)CC(=O)C2=C(C1)Nc1ccccc1N(C(=S)Nc1ccccc1)C2c1cccc([N+](=O)[O-])c1 (stereo not drawn)	12%
COc1ccc(C2CC(=O)C3=C(C2)Nc2ccccc2NC3c2cccc(C)c2)cc1 (stereo not drawn)	4%
COc1ccc(CC(=O)N2CCOCC2)cc1OC	0%
Cc1ccc2nc(-c3ccc(NC(=O)c4ccc(Br)o4)cc3)sc2c1	7%
CN1CN=C2SC3(COC(c4cccc(Br)c4)OC3)C(=O)N2C1 (stereo not drawn)	5%
Cc1cc(C)c2oc(-c3ccc(C)c(NC(=O)COc4cccc(C)c4C)c3)nc2c1	0%
O=c1c(Cc2cc(Cl)cc(Cl)c2O)c(O)nc2n1CCCS2	0%

24 entries from above, in markdown.
| Structure | RNase H inhibition |
| --- | --- |
| NS(=O)(=O)c1ccc(NS(=O)(=O)c2ccc(Br)cc2)cc1 | 0% |
| O=C1C(Cl)=C(N2CCOCC2)C(=O)N1c1ccccc1 | 0% |
| CCCCOC(=O)C1=C(C)NC2=C(C(=O)CCC2)C1c1ccc(OC)c(OC)c1 (stereo not drawn) | 6% |
| Cc1ccc(C(=O)Nc2ccc(O)c(C(=O)O)c2)o1 | 10% |
| O=C(N/N=C/c1ccc([N+](=O)[O-])s1)c1sc2ccccc2c1Cl | 20% |
| CCOC(=O)C1=C(N)Oc2ccc3ccccc3c2C1c1cccc([N+](=O)[O-])c1 (stereo not drawn) | 28% |
| CCSCCOC(=O)C1=C(C)NC2=C(C(=O)CC(C)(C)C2)C1c1cc(OC)ccc1OC (stereo not drawn) | 16% |
| O=C(Cc1ccc(Cl)cc1)Nc1cccc(-c2nc3cc(Cl)cc(Cl)c3o2)c1 | 2% |
| Cc1ccc(OCC(=O)NNC(=O)c2ccccc2C)c(Br)c1 | 2% |
| COc1ccccc1/C=N/NC(=O)CC(=O)N/N=C/c1ccccc1OC | 10% |
| COc1ccc(S(=O)(=O)N2CCN(Cc3cccc4ccccc34)CC2)cc1 | 0% |
| Cc1ccc(C(c2ccc(C)o2)c2cc(Br)cc([N+](=O)[O-])c2O)o1 | 4% |
| CC(C)(C)c1ccc(C(=O)Nc2nnc(-c3cccs3)s2)cc1 | 14% |
| CCOC(=O)C1=C(C)N=c2s/c(=C\c3cccc(OCc4ccc([N+](=O)[O-])cc4)c3)c(=O)n2C1c1ccc(N(C)C)cc1 (stereo not drawn) | 0% |
| Nc1c(Cl)cc2c(c1Oc1ccccc1)C(=O)c1ccccc1C2=O | 8% |
| CCCCNC(=O)c1ccc(C(=O)NCCCC)cc1 | 15% |
| CCCCc1sc(-c2c(C#N)c(N)nc3c2CCCCC3)cc1[N+](=O)[O-] | 26% |
| COc1ccc2cc(S(=O)(=O)NCCCN3CCOCC3)ccc2c1 | 13% |
| Cc1cc(N2CCCC2)n2c(nc3ccccc32)c1C#N | 2% |
| Cc1cc(C)c(C(=O)/C(=C/c2ccc(Cl)cc2)c2ccccc2)c(=O)[nH]1 | 11% |
| O=C1S/C(=C\c2ccccc2OCc2cccc([N+](=O)[O-])c2)C(=O)N1c1ccccc1 | 8% |
| COc1c(Cl)cc(/C=C2/SC(=S)N(Cc3ccccc3)C2=O)cc1Cl | 11% |
| CC(C)CC(=O)N1CCN(Cc2ccco2)CC1 | 0% |
| COc1ccc(S(=O)(=O)N(CC(=O)Nc2ccc(I)cc2)c2ccccc2)cc1 | 19% |

New compounds follow
SMILES	RNase H inhibition
Cc1ccc(NC(=O)c2ccc(Cl)cc2)cc1Cl	4%
O=C(Nc1cccc(Cl)c1Cl)c1cccc(C(=O)Nc2cccc(Cl)c2Cl)c1	8%
CCCCOC(=O)c1ccc(NC(=O)c2cc3ccccc3oc2=O)cc1	9%
O=C(CSc1nnc2c(n1)[nH]c1ccccc12)NCCO	3%
COc1ccccc1OCCCOc1ccccc1Br	25%
COC(=O)c1ccc(/C=C2\SC(=Nc3ccc(Br)cc3)NC2=O)cc1	5%
CCOc1ccc(N2C(=O)NC(=O)/C(=C/c3ccc(-c4cccc(C(=O)O)c4)o3)C2=O)cc1	7%
O=C(Nc1ccc(I)cc1)c1ccc([N+](=O)[O-])o1	0%

These rows are one share of the data, so the mix of outcomes need not match the whole.
